Compound activity: PubChem, The Scripps Research Institute Molecular Screening Center
ARFGAP1 inhibitor: inhibitors of rat ARFGAP1; Arfgap1-stimulated ARF1 GTP hydrolysis, GDP FP detection; inhibition, % at 16.5 µM; hit rate 0.26% among 360,000; AID 651572;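 active = inhibition above a per-plate limit, mean inhibition of low control wells plus 3 SD, cut at about 25% in these data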;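 also: 0% = DMSO wells with enzyme and 100% = wells lacking Arfgap1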
Target sequence (Q62848 1-136 limits assumed): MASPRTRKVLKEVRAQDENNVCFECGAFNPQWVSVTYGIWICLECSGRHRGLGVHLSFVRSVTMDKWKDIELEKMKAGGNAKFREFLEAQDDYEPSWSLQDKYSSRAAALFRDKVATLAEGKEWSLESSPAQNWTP
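Replicates: Single well per compound | Assay system: Truncated rat Arfgap1 GAP domain | Control set: No-Arfgap1 wells (100%) versus DMSO full-reaction wells (0%) | Times: Enzyme reaction 120 min at 25 °C after 20 min preincubation | Reagent: Human ARF1(Δ1-17)-GTP substrate | Measured by: Tracer-displacement fluorescence polarization with EDTA stop, 620/688 nm | Measure: Percent inhibition of Arfgap1-stimulated GTP hydrolysis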
DDE Tn7 FP inh: DD(E)-Tn7 binding inhibition, primary FP screen; AID 720508; hit rate 0.13% among 370,000; FP displacement of FITC-Tn7 peptide from fibrin DD(E); 0% = median of compound wells per plate; inhibition, % at 8.3 µM; P02675;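 active = inhibition above the mean of compounds falling within the control limits plus 3 SD of them, cut at about 14% in these data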;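 also: 0% = plate median of compound wells and 100% = 10 µM Aha-Tn7 peptide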
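Measure: % inhibition scaled between sample-field median and high-control FP; Test system: human fibrin DD(E); Quantity: 2 µM final DD(E) protein; Doses: one dose, 8.3 µM nominal; Schedule: compound with protein 10 min, then 3 h after probe, room temperature; Detection: fluorescence polarization; Medium: Tris buffer with calcium and detergent, pH 7.8.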
PLC-gamma1 inh: inhibitors of human phospholipase C gamma1; P19174; hit rate 0.84% among 370,000; AID 720700; inhibition, % at 12.2 µM; purified PLC-gamma1, fluorogenic substrate, fluorescence; in the data active = inhibition above about 9.5%
ASAP1 GAP inh: blocks human ASAP1-stimulated Arf1 GTP hydrolysis; GDP FP detection; inhibition, % at 16.5 µM; hit rate 0.19% among 360,000; AID 624377; in the data active = inhibition above about 25%;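 also: 0% = vehicle with enzyme and substrate and 100% = no enzyme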
TDP2 inh: blocks human TDP2 phosphodiesterase activity | O95551 | recombinant TDP2, T5PNP hydrolysis, p-nitrophenol absorbance 415 nm | inhibition, % at 12.8 µM | hit rate 0.34% among 370,000 | AID 720702;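 active = inhibition above the mean of all tested compounds plus 3 SD, set per campaign, cut at about 25% in these data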;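 also: 0% = DMSO with enzyme and 100% = buffer with substrate but no TDP2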
Target sequence (O95551 whole entry, looked up): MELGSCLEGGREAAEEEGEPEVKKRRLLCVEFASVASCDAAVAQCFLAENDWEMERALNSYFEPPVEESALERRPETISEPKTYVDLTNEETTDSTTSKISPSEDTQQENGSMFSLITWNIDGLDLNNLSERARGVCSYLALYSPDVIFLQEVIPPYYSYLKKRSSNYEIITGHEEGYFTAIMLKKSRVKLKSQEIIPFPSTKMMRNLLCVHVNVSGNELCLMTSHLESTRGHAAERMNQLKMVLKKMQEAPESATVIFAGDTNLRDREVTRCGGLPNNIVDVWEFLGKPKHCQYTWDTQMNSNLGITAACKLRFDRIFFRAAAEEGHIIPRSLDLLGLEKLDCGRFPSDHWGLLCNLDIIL
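Assay system: Recombinant human TDP2 | Quantity: 120 nM TDP2 per well | Incubation: 2 h at 37 °C | Signal: Epi absorbance | Evaluation: Percent inhibition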
ADAM10 inh: ADAM10 inhibition, QFRET primary screen; O14672; recombinant ADAM10, EDANS/DABCYL FRET peptide cleavage, 3 h; inhibition, % at 7 µM; hit rate 0.62% among 370,000; AID 720582;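 active = inhibition above a per-campaign cutoff equal to the mean of compounds falling between control-based bounds plus 3 SD, cut at about 20% in these data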;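 also: 0% = DMSO wells while the 100% control is not disclosed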
ADAM17 inh: inhibitors of human ADAM17. inhibition, % at 6.95 µM. hit rate 0.83% among 370,000. recombinant ADAM17, EDANS/DABCYL FRET peptide cleavage. P78536;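 active = inhibition above the mean of compounds lying between control limits plus 3 SD, set per campaign, cut at about 8.5% in these data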;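 also: 0% = DMSO-only wells as the low control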
DDE Tn6 FP inh: disrupts Tn6 cyclic peptide binding to fibrin D-Dimer-E complex; inhibition, % at 8.3 µM; hit rate 0.21% among 370,000; P02675; Fibrin DD(E) TRITC-Tn6 fluorescence polarization displacement; AID 720509;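 active = inhibition above a per-campaign cutoff: mean of compounds within control limits plus 3 SD, cut at about 15% in these data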;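 also: 0% = median of all compound wells on the plate and 100% = blocking peptide control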
KLK7 zymogen act: proKLK7 (human) activation, primary screen | activation, % at 7 µM | purified proKLK7, EDANS-DABCYL substrate fluorescence; 100% is mature enzyme control, 0% vehicle | P49862 | hit rate 0.9% among 370,000 | AID 652039;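 active = activation above the mean of all tested compounds plus 3 SD, computed per campaign excluding outliers beyond control limits, cut at about 13% in these data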
Target sequence (P49862 whole entry, looked up): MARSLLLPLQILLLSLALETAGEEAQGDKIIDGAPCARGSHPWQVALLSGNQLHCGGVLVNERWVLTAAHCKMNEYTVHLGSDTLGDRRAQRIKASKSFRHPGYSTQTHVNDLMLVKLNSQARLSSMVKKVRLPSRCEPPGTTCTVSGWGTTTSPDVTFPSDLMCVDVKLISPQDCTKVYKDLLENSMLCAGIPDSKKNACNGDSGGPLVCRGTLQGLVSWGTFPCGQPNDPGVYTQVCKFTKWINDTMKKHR
LEDGF integ inh: blocks HIV-1 LEDGF/p75-dependent DNA integration. TR-FRET IN-LEDGF/p75 DNA integration, Eu/Cy5. inhibition, % at 3.7 µM. hit rate 0.64% among 370,000;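 active = inhibition above the screen-wide mean plus 3 SD, cut at about 13% in these data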;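 also: signal is the Cy5 over europium emission ratio at 671 and 618 nm; 0% = plate median of compound wells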
Active calls of the source: *.

Compound	ARFGAP1 inhibitor	DDE Tn7 FP inh	PLC-gamma1 inh	ASAP1 GAP inh	TDP2 inh	ADAM10 inh	ADAM17 inh	DDE Tn6 FP inh	KLK7 zymogen act	LEDGF integ inh
O=C1Nc2ccccc2N(O)N1c1ccc(S(=O)(=O)N2CCOCC2)cc1	6	-1	0	6	9	-3	0	9	0.1	2
CC(=O)OC(C(=O)NC1CCCCC1)c1ccc(C#N)cc1 (centres undefined)	1	-5	3	2	-3	4	-2	0	0.1	2
CC(C)NC(=O)N1Cc2cc(C(=O)NC3CCCCC3)nc(-c3cccc(-c4cccnc4)c3)c2[C@@H]1CCO	3	8	0	6	11	4	0	7	-0.1	-5
CCCOc1cccc(/C=N/NC(=O)c2csc(C)c2C)c1	14	-13	11*	6	-11	10	5	-3	0.4	2
O=C1CNC(=S)N1C1CCCCCC1	-13	6	0	-3	11	-2	-3	1	0.1	0
Cc1[nH]nc(SCC(=O)N(C)c2ccccc2)c1[N+](=O)[O-]	6	3	-1	4	6	-6	-4	0	-0.1	1
COC(=O)Cc1n[nH]c(=O)c2ccccc12	-3	4	2	6	4	-2	-1	-1	-0.1	-3
Cc1ccc(OCCn2c(Br)nc3c2c(=O)n(C)c(=O)n3C)cc1	2	-1	0	4	-6	2	-2	-2	-0.1	-2
Cc1c(Cl)cccc1-c1ccc(/C=N/n2cnnc2)o1	-8	-3	2	-7	-10	-7	1	-11	-0.1	5
Cc1ccc(NC(=O)CSCC(=O)N2CCN(C(=O)c3ccco3)CC2)cc1	5	2	0	-8	0	-16	5	1	0.5	-4
CN(CCOc1ccccc1)C(=O)c1cc([N+](=O)[O-])cc([N+](=O)[O-])c1	6	7	0	7	4	-3	-4	-7	0.6	-4
O=C(NCC1COCCO1)c1ccc(OC2CCN(CCc3ccccc3)CC2)cc1 (centres undefined)	-8	0	2	15	-8	-11	-4	-1	0.2	-4
CC(=O)NC1C(=O)N(CCN2CCOCC2)c2ccc(Cl)cc21 (centres undefined)	4	-5	0	4	6	-12	-3	-6	-0.7	16*
C=CCNc1ncnc2c1ncn2[C@H]1CN(CCOC)C[C@@H](CO)O1	10	0	1	7	0	-3	-5	-1	0.3	0
O=C1C(=Cc2ccccc2O)SC(=S)N1CCCN1CCOCC1	1	5	-9	3	-6	1	0	4	0.3	1
Cc1ccc(C(=O)COc2ncnc3cc(Cl)ccc23)cc1	2	0	-1	5	5	-2	-2	-4	-0.2	-1
CCCCN(C(=O)C(C)N1C(=O)c2ccccc2C1=O)c1c(N)n(CCCC)c(=O)[nH]c1=O (centres undefined)	-2	-2	4	-2	3	-9	-4	1	0.2	-1
COC(=O)[C@H]1C[C@H]2[C@@H]3CC[C@H]4C[C@@H](OC)CC[C@]4(C)[C@H]3CC[C@]2(C)[C@@]2(CCCO2)O1	4	13	0	-3	-5	-11	-3	13	0.2	49*
CC(C)CN(C(=O)COc1ccccc1C(=O)NCc1ccccc1)C1CCS(=O)(=O)C1 (centres undefined)	7	6	5	-5	4	-11	-4	0	0.7	-6
O=C(CSc1nc(-c2ccco2)cc(C(F)(F)F)n1)Nc1cccnc1	-4	11	-4	9	-2	-19	-7	-2	-0.4	4
N#C/C(=C(/O)c1ccc(Br)s1)c1nc2ccccc2[nH]1	5	4	-5	7	6	-8	-4	2	0.5	-1
O=C(Nc1ccccc1F)N1CCCC1c1cccnc1 (centres undefined)	2	1	-1	-1	-6	3	-4	4	-0.7	-4
COc1ccccc1N1CCN(S(=O)(=O)c2cccc(F)c2)CC1	3	5	2	-5	-3	5	2	4	0.0	-3
CCCC(C)NC(=O)C1c2ccccc2Oc2ccccc21 (centres undefined)	-8	5	-1	-1	-10	8	0	4	0.0	-1
CC(Sc1ccccn1)C(=O)Nc1ccc(S(N)(=O)=O)cc1 (centres undefined)	-11	1	4	-2	8	8	0	8	0.4	1

One compound at a time (already shown).
O=C(Nc1ccccc1F)N1CCCC1c1cccnc1 (centres undefined) is listed with ARFGAP1 inhibitor = 2; DDE Tn7 FP inh = 1; PLC-gamma1 inh = -1; ASAP1 GAP inh = -1; TDP2 inh = -6; ADAM10 inh = 3; ADAM17 inh = -4; DDE Tn6 FP inh = 4; KLK7 zymogen act = -0.7; LEDGF integ inh = -4
O=C1Nc2ccccc2N(O)N1c1ccc(S(=O)(=O)N2CCOCC2)cc1 is listed with ARFGAP1 inhibitor = 6; DDE Tn7 FP inh = -1; PLC-gamma1 inh = 0; ASAP1 GAP inh = 6; TDP2 inh = 9; ADAM10 inh = -3; ADAM17 inh = 0; DDE Tn6 FP inh = 9; KLK7 zymogen act = 0.1; LEDGF integ inh = 2
CC(Sc1ccccn1)C(=O)Nc1ccc(S(N)(=O)=O)cc1 (centres undefined) is listed with ARFGAP1 inhibitor = -11; DDE Tn7 FP inh = 1; PLC-gamma1 inh = 4; ASAP1 GAP inh = -2; TDP2 inh = 8; ADAM10 inh = 8; ADAM17 inh = 0; DDE Tn6 FP inh = 8; KLK7 zymogen act = 0.4; LEDGF integ inh = 1

Returning to the listing, repeating the 2 entries before the break.
Screens in order – ARFGAP1 inhibitor | DDE Tn7 FP inh | PLC-gamma1 inh | ASAP1 GAP inh | TDP2 inh | ADAM10 inh | ADAM17 inh | DDE Tn6 FP inh | KLK7 zymogen act | LEDGF integ inh
- CCCC(C)NC(=O)C1c2ccccc2Oc2ccccc21 (centres undefined)
→ -8 | 5 | -1 | -1 | -10 | 8 | 0 | 4 | 0.0 | -1
- CC(Sc1ccccn1)C(=O)Nc1ccc(S(N)(=O)=O)cc1 (centres undefined)
→ -11 | 1 | 4 | -2 | 8 | 8 | 0 | 8 | 0.4 | 1
- O=C(COC(=O)c1cc(=O)[nH]c2ccccc12)c1ccccc1
→ 2 | 3 | -72 | -14 | -5 | -51 | -22 | -2 | -38 | -2
- COc1cc(-c2n[nH]c(=S)n2Cc2ccccc2)cc(OC)c1OC
→ -3 | 9 | -5 | -3 | -2 | 0 | -4 | 8 | -0.5 | -2
- Cc1cc(C(=O)OCC(=O)NC2CCC(C)CC2)c(C)o1 (centres undefined)
→ -6 | 5 | 2 | -1 | -5 | -11 | -3 | -5 | -1.1 | -6
- COc1ccc2c(CC(=O)OCC(=O)NC(=O)c3cccn3C)coc2c1
→ 14 | -6 | -4 | -4 | 3 | -11 | -3 | 7 | -0.8 | 5
- CCOC(=O)C1CCN(C(=O)CSc2cc(=O)n(CC)c3ccccc23)CC1
→ 6 | -7 | 1 | 15 | -12 | -9 | -5 | 1 | 0.2 | 2
- NC(=O)SCC(=O)Nc1ccccc1C(=O)O
→ 6 | 0 | -2 | 9 | 0 | -6 | -1 | -6 | -0.3 | -3
- CC(O)[C@H]1CN=C(N)N1CCCCC1CCCCC1 (some centres undefined)
→ 0 | 7 | -1 | 8 | -6 | -3 | -8 | 5 | -0.2 | -1
- COc1cc(/C=C/C(=O)OCC(=O)N2CCCC2)ccc1OCC#N
→ 0 | 4 | -34 | 1 | -3 | -100 | -23 | 4 | 0.7 | 0
- OCC(Cc1ccccc1)NCc1ccccc1C(F)(F)F (centres undefined)
→ 5 | 4 | -2 | 1 | 1 | 7 | 4 | -2 | 0.0 | -1
- COc1ccc(C2C(C(=O)NC(C)C)c3ccccc3C(=O)N2C)cc1OC (centres undefined)
→ -5 | -6 | 3 | 3 | 5 | 5 | 0 | -8 | 0.6 | 1
- Cn1c(N)c(C(=O)Nc2ccc(-c3ccccc3)cc2)sc1=S
→ 0 | -6 | -7 | 0 | -3 | 0 | 3 | 2 | 0.8 | -3
- COc1ccc(-c2csc(NC(=S)NC(=O)c3cccs3)n2)cc1Br
→ 6 | 2 | -1 | 14 | 8 | -1 | -4 | 1 | 0.2 | 3
- COc1cccc(-c2nc(Oc3cccc(C)c3C)c3ccccc3n2)c1O
→ -1 | 1 | 4 | -11 | 9 | -7 | -3 | 3 | -0.1 | -1
- Cc1c(NC(=O)C2CC(c3ccc(F)cc3)=NO2)c(=O)n(-c2ccccc2)n1C (centres undefined)
→ -4 | -8 | 2 | 13 | -19 | 2 | -1 | 11 | -0.5 | -2
- COc1ccc(N(C(=O)Cn2nnc(-c3ccc(C)o3)n2)C(C(=O)NC2CCCC2)c2ccncc2)cc1 (centres undefined)
→ 6 | 2 | 5 | -6 | -2 | 1 | 1 | 3 | -0.6 | 4
- CC1(C(=O)NS(=O)(=O)c2ccccc2)CCN1C(=O)C1(c2ccc(Cl)cc2)CC1 (centres undefined)
→ 8 | -5 | -1 | 8 | 1 | -14 | -3 | 4 | -0.5 | -3
- COC(=O)c1ccc(C)c(N(CCO)CCO)c1
→ -7 | -4 | -15 | 9 | 1 | -2 | -7 | 1 | -0.2 | -3
- O=C(COc1ccc(S(=O)(=O)N2CCCC2)cc1)Nc1ccc(F)cc1
→ -11 | 0 | 1 | -14 | 19 | -4 | -3 | -4 | 0.0 | -1
- COC(=O)[C@H](CC(C)C)NC(=O)Cn1cnc2c(NCc3ccccc3)ncnc21
→ 7 | -1 | 0 | -19 | -6 | -13 | -1 | 1 | 0.8 | -1
